Source: PubChem BioAssay
proCasp7 act – counter-screen: procaspase-7 (human) activation; recombinant procaspase-7, Ac-DEVD-pNA absorbance 405 nm; D23A/D198A/D206A triple mutant, cannot self-cleave; scale: DMSO 0, 5 µM enzyme 100; 0.093% of 330,000 active; activation, % at 8.5 µM; P55210;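 active = percent activation above the screen-wide mean plus 3 SD, cut at about 25% in these data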
Target sequence (P55210 whole entry D23A/D198A/D206A): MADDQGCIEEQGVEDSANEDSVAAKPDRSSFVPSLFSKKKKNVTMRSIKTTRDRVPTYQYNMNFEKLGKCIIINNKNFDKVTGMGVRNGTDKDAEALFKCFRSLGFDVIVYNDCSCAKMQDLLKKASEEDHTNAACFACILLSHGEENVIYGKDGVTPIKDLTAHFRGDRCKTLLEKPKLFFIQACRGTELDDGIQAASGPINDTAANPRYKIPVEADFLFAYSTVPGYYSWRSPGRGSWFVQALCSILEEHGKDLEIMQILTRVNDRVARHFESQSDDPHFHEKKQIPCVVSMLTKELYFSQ
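Assay system: Uncleavable procaspase-7 mutant enzyme; Input: 2 µM procaspase-7 mutant as dispensed; Also added: DEVD-pNA substrate; Medium: Zinc-free HEPES pH 7.4 with 300 mM NaCl, 0.01% Triton X-100; Timing: 1 h compound preincubation, 2 h substrate cleavage, 25 °C; Measured by: Epi-absorbance of released pNA at 405 nm, two timepoints.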
PP1 inh – counter-screen for PP5 inhibitors: inhibitors of human PP1-alpha | P62136 | inhibition, % at 6.7 µM | purified PP1alpha, OMFP fluorescence | AID 2235 | 0.9% of 320,000 active;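 active = inhibition above the mean inhibition of all tested compounds plus 3 SD, computed separately for each screening campaign, cut at about 15% in these data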
Fh CTSL1 inh – cathepsin L1 inhibition, PFM18AAP counter-screen; 0.49% of 300,000 active; inhibition, % at 5.96 µM; AID 1906; recombinant F. hepatica cathepsin L1, Z-Leu-Arg-MCA fluorescence;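 active = inhibition above the mean of all tested compounds plus 3 SD, set per screening campaign, cut at about 17% in these data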;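 also: 0% = plate median of test compound wells and 100% = 1 µM Z-Phe-Ala-diazomethylketone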
PP5 inh – inhibitors of human protein phosphatase 5 (PP5); AID 1987; purified PP5c, OMFP substrate fluorescence; inhibition, % at 6.7 µM; 0.18% of 320,000 active;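 active = inhibition above the campaign's mean inhibition across all tested compounds plus 3 SD, cut at about 9.5% in these data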;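 also: 0% = DMSO only and 100% = 100 µM cantharidin control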
Target sequence (P53041 whole entry, looked up): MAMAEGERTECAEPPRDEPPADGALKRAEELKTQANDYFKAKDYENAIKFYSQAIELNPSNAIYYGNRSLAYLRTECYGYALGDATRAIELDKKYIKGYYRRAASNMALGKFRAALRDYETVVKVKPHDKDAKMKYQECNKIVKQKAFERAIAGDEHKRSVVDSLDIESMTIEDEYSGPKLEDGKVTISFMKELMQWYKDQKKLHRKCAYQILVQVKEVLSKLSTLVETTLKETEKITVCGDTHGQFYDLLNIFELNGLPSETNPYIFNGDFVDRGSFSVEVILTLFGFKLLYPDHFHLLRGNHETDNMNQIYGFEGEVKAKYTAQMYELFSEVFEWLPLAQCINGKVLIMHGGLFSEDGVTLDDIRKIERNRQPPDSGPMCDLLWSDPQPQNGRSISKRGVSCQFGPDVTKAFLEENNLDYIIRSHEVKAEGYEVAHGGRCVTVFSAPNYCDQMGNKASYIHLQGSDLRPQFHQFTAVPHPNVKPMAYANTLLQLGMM
TPT1 inh – C. albicans TPT1 enzyme inhibition; recombinant caTPT1, FP RNA substrate dephosphorylation; inhibition, % at 5 µM; 0.81% of 300,000 active; AID 1962;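 active = inhibition above the mean of all tested compounds plus 3 SD, set per screening campaign, cut at about 24% in these data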;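 also: plate controls were DMSO alone for no effect and ferristatin control at 100 nM for full effect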
Efflux pump inh – antifungal efflux pump inhibition, Nile Red retention | AID 485275 | inhibition, % at 10 µM | S. cerevisiae Candida pump triplex | 0.44% of 330,000 active;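 active = plate passing quality check with inhibition over a set limit, or well fluorescence over plate mean plus 4 SD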;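 also: Nile Red retained in pooled yeast measured as flow cytometry median fluorescence; 0% = buffer negative control and 100% = Enniatin B positive control; higher means more Nile Red kept so more efflux inhibition; some compounds called inactive have numbers as strong as hits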
proCasp3 act – procaspase-3 (human) activation; P42574; recombinant procaspase-3 D3A, Ac-DEVD-pNA absorbance 405 nm; activation, % at 8.5 µM; 0.11% of 330,000 active; AID 463141;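 active = activation above the mean of all tested compounds plus 3 SD, cut at about 21% in these data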;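 also: 0% = DMSO alone and 100% = DMSO wells spiked with extra 5 µM PC-3 D3A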
Target sequence (P42574 whole entry D9A/D28A/D175A): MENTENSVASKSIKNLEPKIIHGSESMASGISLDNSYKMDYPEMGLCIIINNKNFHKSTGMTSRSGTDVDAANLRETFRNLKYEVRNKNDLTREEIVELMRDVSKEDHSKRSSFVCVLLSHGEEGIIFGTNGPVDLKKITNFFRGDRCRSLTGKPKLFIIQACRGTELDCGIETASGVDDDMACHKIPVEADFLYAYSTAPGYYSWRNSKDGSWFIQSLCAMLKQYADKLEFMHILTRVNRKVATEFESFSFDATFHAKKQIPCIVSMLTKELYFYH
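Compound: 8.5 µM single point, 0.8% DMSO / Material: Autoprocessing-dead procaspase-3 D3A mutant enzyme / Timing: 1 h preincubation plus 2 h reaction at 25 °C / Medium: Zinc-free HEPES/NaCl buffer with 0.01% Triton X-100 at pH 7.4 / Technique: 405 nm absorbance of p-nitroaniline, reads at 0 and 120 min / Repeats: one well per compound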
JMJD2C inh – human JMJD2C demethylase inhibition; GST-JMJD2C(1-420) H3K9me3 demethylation, DELFIA europium; inhibition, % at 2.35 µM; Q9H3R0; AID 2099; 0.069% of 330,000 active;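 active = more than half of a compound's replicate wells show inhibition beyond 50%, single wells judged on their own value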;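 also: signal counts dimethyl H3K9 product captured on neutravidin plate; 0% = median of DMSO wells and 100% = 0.3 times that DMSO median; strong numbers were not always called active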
core dimer inh – blocks dimerization of HCV core protein; TR-FRET GST/Flag-core106 dimerization, 1536-well; inhibition, % at 5 µM; 0.33% of 300,000 active; AID 1899;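 active = inhibition above the mean of all tested compounds plus 3 SD, set per screening campaign, cut at about 45% in these data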
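Material: Tagged HCV core106 pair (GST and Flag) | Amount: GST-core106 13.5 nM, Flag-core106 17 nM | Medium: KF-containing HEPES buffer, pH 7.45, DTT, CHAPS, BSA | Reagent: Eu donor and XL665 acceptor anti-tag antibodies | Schedule: 4 h at 22.5 °C | Technique: Time-resolved FRET, ex 340 nm, em 617 and 671 nm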
* marks the source's active call; other numbers are inactive results; & = joins results of further samples. Rows were taken by chance; any-hit rate near 2.9%.

What do the screens show for `O=C(NCCC(=O)N1CCC2(CC1)NCCc1[nH]cnc12)c1ccc(Br)cc1`?
proCasp7 act: -10; PP1 inh: -4; Fh CTSL1 inh: 0; PP5 inh: 2.6; TPT1 inh: -5; Efflux pump inh: -0.1; proCasp3 act: -1; JMJD2C inh: -8; core dimer inh: -2

How did O=C(CSc1ccccn1)Nc1ccc2ccccc2c1 do in these assays?
proCasp7 act: 10; PP1 inh: 0; Fh CTSL1 inh: -1; PP5 inh: 1.1; TPT1 inh: -2; Efflux pump inh: 0.3; proCasp3 act: 3; JMJD2C inh: -11; core dimer inh: 0

How did CN(C(=S)NC(=O)c1ccccc1)c1c(N)n(Cc2ccccc2)c(=O)[nH]c1=O do in these assays?
proCasp7 act: 2; PP1 inh: -5; Fh CTSL1 inh: -4; PP5 inh: 0.1; TPT1 inh: 4; Efflux pump inh: -0.1; proCasp3 act: -5; JMJD2C inh: 9; core dimer inh: -3

What do the screens show for `Cc1ccc(S(=O)(=O)N2CCOCC2)cc1C(=O)NCc1cccnc1`?
proCasp7 act: -6; PP1 inh: -3; Fh CTSL1 inh: -2; PP5 inh: -1.4; TPT1 inh: 1; Efflux pump inh: 0.0; proCasp3 act: -1; JMJD2C inh: -1; core dimer inh: 10

What do the screens show for `O=C1Nc2ccc(Br)cc2C1(O)Cc1ccccn1` (stereo not given)?
proCasp7 act: 3; PP1 inh: -1; Fh CTSL1 inh: -3; PP5 inh: 0.7; TPT1 inh: -1; Efflux pump inh: 0.0; proCasp3 act: 7; JMJD2C inh: -9; core dimer inh: 1

Results for CCCCc1nnc(NC(=O)c2ccccc2OCc2c(C)noc2C)s1 ?
proCasp7 act: 11; PP1 inh: -1; Fh CTSL1 inh: 4; PP5 inh: 1.3; TPT1 inh: -1; Efflux pump inh: -0.2; proCasp3 act: 2; JMJD2C inh: 0; core dimer inh: 0

How did c1nc(NCCN2CCOCC2)c2sc3nc(N4CCOCC4)c4c(c3c2n1)CCC4 do in these assays?
proCasp7 act: -9; PP1 inh: 0; Fh CTSL1 inh: 0; PP5 inh: 4.2; TPT1 inh: 7; Efflux pump inh: 0.0; proCasp3 act: 9; JMJD2C inh: 0; core dimer inh: 2

How did CCC(=O)NC(=S)Nc1ccc(NC(=O)c2ccco2)c(Cl)c1 do in these assays?
proCasp7 act: -2; PP1 inh: 2; Fh CTSL1 inh: -4; PP5 inh: 0.8; TPT1 inh: -4; Efflux pump inh: 0.1; proCasp3 act: 7; JMJD2C inh: -10; core dimer inh: -8

Results for CC(=O)c1ccc(OCC(=O)NC2CCCCCC2)cc1 ?
proCasp7 act: -5; PP1 inh: -2; PP5 inh: 0.3; Efflux pump inh: 0.0; proCasp3 act: 0; JMJD2C inh: 8

How did COC(=O)Nc1nc(-c2ccc(F)cc2)c(C)s1 do in these assays?
proCasp7 act: 9; PP1 inh: 1; Fh CTSL1 inh: -1; PP5 inh: 2.6; TPT1 inh: 3; Efflux pump inh: 0.2; proCasp3 act: 1; JMJD2C inh: 1; core dimer inh: -1

What do the screens show for `COc1ccc(C(=O)CCc2ccc(OC)c(OC)c2)cc1`?
proCasp7 act: -6; PP1 inh: -3; Fh CTSL1 inh: 0; PP5 inh: 4.3; TPT1 inh: 3; Efflux pump inh: 0.0; proCasp3 act: 4; JMJD2C inh: -1; core dimer inh: 12

What do the screens show for `CC(=O)Nc1ccc(NC(=S)NC(=O)C2CC2)cc1`?
proCasp7 act: -10; PP1 inh: 2; Fh CTSL1 inh: 30*; PP5 inh: 1.7; TPT1 inh: 0; Efflux pump inh: 0.0; proCasp3 act: 2; JMJD2C inh: -10; core dimer inh: 4

Results for O=C(NCc1ccncc1)C1CCCN1S(=O)(=O)c1ccc(Cl)cc1 (stereo not given) ?
proCasp7 act: 0; PP1 inh: -4; Fh CTSL1 inh: -1; PP5 inh: -0.2; TPT1 inh: 2; Efflux pump inh: 0.0; proCasp3 act: -5; JMJD2C inh: 4; core dimer inh: -3

Results for Fc1cccc(Cl)c1/C=N/Nc1ccccn1 ?
proCasp7 act: 7; PP1 inh: 5; Fh CTSL1 inh: -1; PP5 inh: -0.7; TPT1 inh: 0; Efflux pump inh: 0.0; proCasp3 act: 7; JMJD2C inh: 7; core dimer inh: 2

Results for O=C(O)CSC(NC(=O)c1cccnc1)(C(F)(F)F)C(F)(F)F ?
proCasp7 act: 7; PP1 inh: -2; Fh CTSL1 inh: 0; PP5 inh: -0.1; TPT1 inh: -4; Efflux pump inh: -0.2; proCasp3 act: -1; JMJD2C inh: -4; core dimer inh: -1

How did CCC1(c2ccccc2)NC(=O)N(CC(=O)Nc2cccnc2Cl)C1=O (stereo not given) do in these assays?
proCasp7 act: -1; PP1 inh: -1; PP5 inh: -0.7; Efflux pump inh: -0.1; proCasp3 act: 6; JMJD2C inh: 8

What do the screens show for `Cc1nn(-c2ccccc2)c(Cl)c1C1C(C#N)=C(N)Oc2c1c(C)nn2-c1ccccc1` (stereo not given)?
proCasp7 act: -2; PP1 inh: 1; Fh CTSL1 inh: 2; PP5 inh: 1.0; TPT1 inh: -2; Efflux pump inh: -0.1; proCasp3 act: -2; JMJD2C inh: 1; core dimer inh: -4

Results for CCc1oc(C(=O)O)cc1CN(CC)CC ?
proCasp7 act: 6; PP1 inh: 1; Fh CTSL1 inh: -1; PP5 inh: 2.1; TPT1 inh: -1; Efflux pump inh: 0.0; proCasp3 act: 0; JMJD2C inh: -12; core dimer inh: -3

How did COc1ccc(C2SCC(=O)N2c2ccc(F)cc2)cc1 (stereo not given) do in these assays?
proCasp7 act: 0; PP1 inh: 4; Fh CTSL1 inh: 1; PP5 inh: -1.7; TPT1 inh: 0; Efflux pump inh: 0.2; proCasp3 act: 3; JMJD2C inh: 3; core dimer inh: -1

How did CCOc1ccc(-c2cc(C(=O)OC)nc3c2c(=O)n(C)c(=O)n3C)cc1 do in these assays?
proCasp7 act: 3; PP1 inh: -2; Fh CTSL1 inh: 0; PP5 inh: -0.7; TPT1 inh: -5; Efflux pump inh: 0.1; proCasp3 act: 6; JMJD2C inh: 0; core dimer inh: 2

How did Cc1csc(NC(=O)c2ccc(S(C)(=O)=O)cc2)n1 do in these assays?
proCasp7 act: 3; PP1 inh: 0; Fh CTSL1 inh: -1; PP5 inh: 1.8; TPT1 inh: -2; Efflux pump inh: -0.2; proCasp3 act: 3; JMJD2C inh: 3; core dimer inh: -10

What do the screens show for `COC(=O)c1nn(-c2cccc(Cl)c2)cc(OC)c1=O`?
proCasp7 act: 12; PP1 inh: 1; Fh CTSL1 inh: 6; PP5 inh: -0.6; TPT1 inh: 0; Efflux pump inh: -0.1; proCasp3 act: -4; JMJD2C inh: -34; core dimer inh: -2

Results for CCCC(C(=O)NC1CCCC1)N(C(=O)Cn1nnc(-c2ccc(C)o2)n1)C1CCCC1 (stereo not given) ?
proCasp7 act: 5; PP1 inh: 5; Fh CTSL1 inh: -6; PP5 inh: 3.4; TPT1 inh: 1; Efflux pump inh: 0.1; proCasp3 act: 3; JMJD2C inh: 1; core dimer inh: -2

Results for Cc1cc(C(=O)CSc2nnc(C3CC3)n2C2CC2)c(C)n1C(C)C ?
proCasp7 act: -3; PP1 inh: -8; PP5 inh: -0.3; Efflux pump inh: 0.1; proCasp3 act: -10; JMJD2C inh: 5

What do the screens show for `O=C(CSc1nc2ccccc2c(=O)n1-c1ccccc1)N1CCCc2ccccc21`?
proCasp7 act: 9; PP1 inh: 2; Fh CTSL1 inh: 36*; PP5 inh: -0.4; TPT1 inh: -3; Efflux pump inh: -0.1; proCasp3 act: -10; JMJD2C inh: 8; core dimer inh: 18

What do the screens show for `Cc1ccc(NC(=O)c2cncc(Br)c2)c(O)c1`?
proCasp7 act: -1; PP1 inh: -2; Fh CTSL1 inh: 0; PP5 inh: 1.1; TPT1 inh: 1; Efflux pump inh: 0.0; proCasp3 act: 10; JMJD2C inh: 1; core dimer inh: 2

What do the screens show for `CCn1c(CSc2ncccn2)nnc1SCC(=O)N1c2ccccc2CC1C` (stereo not given)?
proCasp7 act: -14; PP1 inh: -4; Fh CTSL1 inh: 1; PP5 inh: 3.3; TPT1 inh: 0; Efflux pump inh: 0.8; proCasp3 act: -2; JMJD2C inh: 4&-18; core dimer inh: 0

What do the screens show for `CSc1nc2c(c(=O)[nH]1)C(c1ccccc1Cl)CC(=O)N2` (stereo not given)?
proCasp7 act: -1; PP1 inh: 1; Fh CTSL1 inh: 1; PP5 inh: 0.5; TPT1 inh: 1; Efflux pump inh: 0.0; proCasp3 act: 1; JMJD2C inh: 1; core dimer inh: 2

How did CCCC1CCC(C(=O)Nn2c(C)nc3ccccc3c2=O)CC1 (stereo not given) do in these assays?
proCasp7 act: 5; PP1 inh: -1; Fh CTSL1 inh: -2; PP5 inh: -1.1; TPT1 inh: 0; Efflux pump inh: 0.0; proCasp3 act: -4; JMJD2C inh: 8; core dimer inh: 1

What do the screens show for `CCc1nccn1S(=O)(=O)c1ccc2ccc(C)cc2c1`?
proCasp7 act: -9; PP1 inh: 4; Fh CTSL1 inh: 5; PP5 inh: 1.6; TPT1 inh: -7; Efflux pump inh: 0.0; proCasp3 act: 2; JMJD2C inh: 0; core dimer inh: -2

What do the screens show for `O=C(N/N=C/c1c(Cl)nc2ccccn2c1=O)c1cccnc1`?
proCasp7 act: -5; PP1 inh: -2; Fh CTSL1 inh: -2; PP5 inh: -1.5; TPT1 inh: 3; Efflux pump inh: 0.0; proCasp3 act: 3; JMJD2C inh: 0; core dimer inh: -3

Results for Cc1nc(SCC(=O)NC2CC2)c2c(C)c(C)sc2n1 ?
proCasp7 act: 7; PP1 inh: -4; Fh CTSL1 inh: 2; PP5 inh: 0.5; TPT1 inh: 2; Efflux pump inh: 0.3; proCasp3 act: 30*; JMJD2C inh: 0; core dimer inh: 0

How did CC(C)Oc1ccc(NC(=O)c2ccncc2)cc1 do in these assays?
proCasp7 act: 14; PP1 inh: -1; Fh CTSL1 inh: 0; PP5 inh: 3.6; TPT1 inh: -3; Efflux pump inh: -0.2; proCasp3 act: 2; JMJD2C inh: -2; core dimer inh: -1

Results for O=C(NCC(=O)N1CCCC(C(F)(F)F)C1)c1ccc(Oc2ccccc2)cc1 (stereo not given) ?
proCasp7 act: -1; PP1 inh: 0; Fh CTSL1 inh: 0; PP5 inh: 2.0; TPT1 inh: -1; Efflux pump inh: -0.2; proCasp3 act: -2; JMJD2C inh: 8; core dimer inh: 4

What do the screens show for `CCc1nc(SCC(=O)N2c3ccccc3Sc3ccccc32)c2ccccc2n1`?
proCasp7 act: 9; PP1 inh: 4; Fh CTSL1 inh: 1; PP5 inh: 1.3; TPT1 inh: -2; Efflux pump inh: -0.1; proCasp3 act: 12; JMJD2C inh: -4; core dimer inh: 12
